# PLAP inhibitors HTS = PLAP enzyme inhibitors, biochemical, luminescence, HTS (AID 690) | Alkaline phosphatase, placental type (Homo sapiens) | purified PLAP, luminescent substrate; higher % means a stronger effect | inhibition, % at 20 µM, or IC50 in µM where a hit was titrated | 0.08% of 96,000 active; in the data active = a potency from the dose series; inactive = the rest, 99 in 100 with inhibition below about 30%; also: strong numbers were not always called active
# NFkB transloc pot = enhancers of NFkB p65 translocation in HUVEC – imaging, IL-1B stimulus, high-content imaging, primary screen; 0.3% of 94,000 active; HUVEC IL-1B NFkB p65 nuclear translocation imaging; activation, % at 2 µM;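 active = activation above 40%, about the mean plus 3 SD, also judged a hit on visual image review; inconclusive = activation above 40% but not a hit on visual review; inactive = activation not above 40% and no visual hit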;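 also: percent activation is computed from the nuclear over cytoplasmic p65 intensity ratio; values of inactives mirror those of a sister screen read the other way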
# Bcl-B TR3 displacers = displacers of TR3 peptide from Bcl-B, primary screen, selectivity assay for Bfl-1 inhibitor project, biochemical, fluorescence polarization. 0.11% of 96,000 active. FP displacement of FITC-TR3 peptide from Bcl-B; higher % means a stronger effect. displacement, % at 20 µM; hits with a dose series show IC50 in µM;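 active = displacement above 50% at 20 µM plus a fluorescence interference ratio under 1.5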;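 also: plate controls were wells without compound for no effect and wells lacking Bcl-B protein for full effect; a part of the inactive calls stands beside numbers as strong as those of hits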
# NFkB transloc inh = inhibitors of IL-1B driven NFkB p65 nuclear import, primary screen, imaging, HUVEC, IL-1B stimulus, high-content imaging. inhibition, % at 2 µM. HUVEC IL-1B NFkB p65 nuclear translocation imaging. 0.43% of 94,000 active. AID 796, 2007;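 active = inhibition above about 30% together with a positive call from visual inspection of the well image, limit read from the data; inconclusive = inhibition above a set limit but visual check negative; inactive = inhibition not above a set limit, visual check negative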;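 also: nuclear over cytoplasmic p65 intensity ratio measured by imaging; 0% = IL-1B stimulated DMSO wells and 100% = unstimulated DMSO wells; values of inactives mirror those of a sister screen read the other way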
# MRP resist rev = reversal of MRP1-mediated doxorubicin resistance, primary screen, H69AR cells, doxorubicin co-treatment. H69AR cells + 2 uM doxorubicin, CellTiter-Glo, 72 h. differential viability (reversal), % at 10 µM. 0.04% of 85,000 active;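 active = viability drop by adding the cancer drug above about 55%, with treated viability meeting a 40% cutoff, limit read from the data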;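 also: viability without doxorubicin minus viability with 2 µM doxorubicin for each compound; larger differential means the compound sensitizes cells more to doxorubicin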
# MRP resist rev cytotoxicity = further read-out of MRP resist rev, marked with its call; viability, %; H69AR cells, CellTiter-Glo, 72 h; measured here: cytotoxicity without doxorubicin
# MRP resist rev with doxorubicin = further read-out of MRP resist rev, marked with its call; viability, %; measured here: viability with 2 uM doxorubicin; active compounds read low
# NFkB transloc inh cell count 2 µM = further read-out of NFkB transloc inh, marked with its call; cell count; measured here: cells passing quality filter;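 raw number of nuclei counted in each imaged well without normalization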
# NFkB transloc pot cell count 2 µM = recorded beside NFkB transloc pot, whose call it bears; cell count; measured here: cells passing quality filter
# * marks the source's active call; other numbers are inactive results; u = inconclusive; x = not tested or not shown. This is a subset, so the mix of outcomes need not match the whole.
SMILES,PLAP inhibitors HTS,NFkB transloc pot,NFkB transloc pot cell count 2 µM,Bcl-B TR3 displacers,NFkB transloc inh,NFkB transloc inh cell count 2 µM,MRP resist rev,MRP resist rev cytotoxicity,MRP resist rev with doxorubicin
COc1cccc(Cn2cnc3c(NS(=O)(=O)c4cccc(Cl)c4Cl)c(C)c(C)cc32)c1,-48%,23,121,-27%,-23,121,x,x,x
Cn1c(=O)c2c(nc(NCC(O)CO)n2CCc2ccccc2)n(C)c1=O (stereo unspecified),13%,x,x,-2%,x,x,15,96,81
CC(C(=O)Nc1ccccc1-c1ccccc1)N1CCOCC1 (stereo unspecified),x,14,10,x,-14,10,-27,91,119
CCOC(=O)N1CCN(C(=O)CCc2ccc(S(=O)(=O)NCCc3ccccc3)cc2)CC1,-68%,-9,85,-12%,9,85,-13,55,68
O=c1c2ccccc2[nH]c(=S)n1C1CCCCC1,-2%,-8,114,7%,8,114,-3,86,90
C=CCSc1nc(-c2ccccc2)c2cc(Cl)ccc2n1,20%,4,123,2%,-4,123,x,x,x
CN(C(=O)CSc1nnnn1-c1ccccc1)C1CCCCC1,-9%,12,136,4%,-12,136,2,88,85
Cc1c(NC(=O)CN2CC(C)OC(C)C2)c(=O)n(-c2ccccc2)n1C (stereo unspecified),-4%,11,112,-9%,-12,112,-2,91,93
Cc1ccc(CNC(=O)/C(C#N)=C/c2ccc(C)s2)cc1,-5%,15,171,-2%,-15,171,x,x,x
COCCn1c(-c2ccc(OC)cc2)cnc1N,-6%,x,x,8%,x,x,1,86,85
CN(C)S(=O)(=O)c1ccc(NC(=O)c2cc3ccccc3o2)cc1,32%,22,153,1%,-22,153,x,x,x
C[n+]1cnn2c1SCC1(COC1)C2,6%,5,101,0%,-5,101,3,97,94
O=C1CN(C(=O)CN2CCCC2)C(c2ccccc2)c2cc(Br)ccc2N1 (stereo unspecified),-50%,10,162,-11%,-10,162,10,105,94
CCOC(=O)CNC(=O)CSc1nc2nc(C)c(Br)cc2[nH]1,-132%,-6,83,7%,6,83,x,x,x
COc1ccc2cc(CN(CCCN3CCOCC3)Cc3nnnn3C3CCCC3)c(=O)[nH]c2c1,-72%,7,203,11%,-7,203,5,75,70
CCN(CC)C(=O)C1CCN(S(=O)(=O)c2ccc(C3CNC(=O)C3)cc2)CC1 (stereo unspecified),-14%,0,59,-4%,0,59,x,x,x
O=S(=O)(c1ccc(Cl)cc1)N1CCn2c1nc1ccccc12,-6%,-1,152,2%,1,152,20,100,80
CN(C)S(=O)(=O)N(CC(=O)N1CCOCC1)c1ccccc1,17%,-3,108,-13%,3,108,8,101,93
COc1cccc(C2=CC(c3ccc(OC)c(OC)c3OC)n3nnnc3N2)c1 (stereo unspecified),-31%,x,x,4%,x,x,3,8,4
CNC(=O)/C(=C\c1ccc([N+](=O)[O-])cc1)NC(C)=O,-9%,8,142,11%,-8,142,x,x,x
COCCCNc1nc2c(c(=O)[nH]c(=O)n2C)n1CCCc1ccccc1,-8%,u,x,5%,-54,133,11,103,92
O=C(CSC1c2ccccc2C(=O)N1c1ccccc1)N1CCOCC1 (stereo unspecified),x,3,96,x,-3,96,x,x,x
O=C(COc1ccccc1O)c1cccs1,6%,x,x,6%,x,x,12,101,89
NNC(=O)c1cn2ccccc2n1,3%,7,131,8%,-7,131,x,x,x
O=c1cc(NCC2CCCO2)[nH]c(=O)n1-c1ccc(Cl)cc1 (stereo unspecified),x,-1,96,x,1,96,18,94,75
Cc1cccc(NC(=O)CSc2nnnn2C)n1,4%,-5,171,-1%,5,171,-3,100,103
Cc1ccsc1CNn1cnnc1SCc1ccccc1F,18%,-6,133,-9%,6,133,21,98,77
COC(=O)c1cc(NS(=O)(=O)c2ccc(N3CCCCC3)c([N+](=O)[O-])c2)cc(C(=O)OC)c1,-10%,4,108,-6%,-4,108,x,x,x
CCS(=O)(=O)N1CCN(Cc2ccncc2)CC1,17%,3,131,0%,-3,131,5,101,96
Cc1c(C(=O)OC(C)C(C)C[N+](C)(C)C)oc2ccccc12 (stereo unspecified),29%,-3,174,3%,3,174,x,x,x
O=C(O)CSc1nc2ccccc2c(=O)[nH]1,-7%,-4,145,35%,4,145,x,x,x
Nc1cc(C(=O)OCC(=O)N2CCCC2)ccc1Cl,6%,2,186,-8%,-2,186,-1,102,103
O=c1cc(CSc2nc3ccccc3[nH]2)c2ccccc2[nH]1,7%,0,191,-2%,0,191,2,84,82
CCCCn1c(NC(=O)CC)c(C#N)c2nc3ccccc3nc21,4%,-4,76,-31%,4,76,10,77,66
O=C(COC(=O)c1ccccc1)c1ccc(Br)cc1,9%,25,114,13%,-25,114,x,x,x
C=CCn1c(SCC(=O)Nc2ccccc2OC)nc(O)c(CC)c1=O,-5%,-5,148,12%,5,148,-8,92,100
COc1ccccc1C(=O)Nc1ccc(S(=O)(=O)Nc2cc(C)on2)cc1,-8%,-3,117,4%,3,117,-5,83,88
COc1cc(NC(=O)c2cccs2)c(OC)cc1NC(=O)CCn1nnc2ccccc21,0%,-4,197,3%,4,197,-10,82,91
O=C(OCc1cnc(Cl)s1)c1ccccc1Cl,26%,-1,173,7%,1,173,x,x,x
O=C(NCCC1=CCCCC1)C1CCN(C(=O)Nc2ccccc2)CC1,-2%,0,170,-9%,0,170,9,94,85
COc1cccc(N2CCN(C3CCCC(C)C3)CC2)c1 (stereo unspecified),-38%,x,x,10%,x,x,6,96,91
COCC(=O)N(Cc1cc2cc(OC)ccc2[nH]c1=O)c1ccccc1,-9%,-1,127,-8%,1,127,-5,85,90
COc1ccc(C(C)NC(=O)C2CCCO2)cc1OC (stereo unspecified),-2%,5,129,-12%,-5,129,-2,98,100
O=C(O)C1CCCN(S(=O)(=O)c2ccc(Br)cc2)C1 (stereo unspecified),14%,-25,54,-3%,25,54,2,106,103
CCCCCOC(=O)Cn1c(=O)c2c(nc(N3CCOCC3)n2C)n(C)c1=O,-18%,9,147,3%,-9,147,-32,35,67
COC(=O)/C=C/C(=O)Nc1cccnc1,2%,x,x,-6%,x,x,x,x,x
CCC(=O)Nc1ccc(-c2nnc(-c3ccccc3)o2)cc1,-2%,-12,135,19%,12,135,x,x,x
Cc1cc(C)c(NC(=O)CSc2nc3ccc(NC(=O)CSc4nnnn4Cc4ccccc4)cc3s2)c(C)c1,x,8,154,x,-8,154,-18,14,32

# Given with bars between the fields: part of the list above
smiles | PLAP inhibitors HTS | NFkB transloc pot | NFkB transloc pot cell count 2 µM | Bcl-B TR3 displacers | NFkB transloc inh | NFkB transloc inh cell count 2 µM | MRP resist rev | MRP resist rev cytotoxicity | MRP resist rev with doxorubicin
CCCCn1c(NC(=O)CC)c(C#N)c2nc3ccccc3nc21 | 4% | -4 | 76 | -31% | 4 | 76 | 10 | 77 | 66
O=C(COC(=O)c1ccccc1)c1ccc(Br)cc1 | 9% | 25 | 114 | 13% | -25 | 114 | x | x | x
C=CCn1c(SCC(=O)Nc2ccccc2OC)nc(O)c(CC)c1=O | -5% | -5 | 148 | 12% | 5 | 148 | -8 | 92 | 100
COc1ccccc1C(=O)Nc1ccc(S(=O)(=O)Nc2cc(C)on2)cc1 | -8% | -3 | 117 | 4% | 3 | 117 | -5 | 83 | 88
COc1cc(NC(=O)c2cccs2)c(OC)cc1NC(=O)CCn1nnc2ccccc21 | 0% | -4 | 197 | 3% | 4 | 197 | -10 | 82 | 91
O=C(OCc1cnc(Cl)s1)c1ccccc1Cl | 26% | -1 | 173 | 7% | 1 | 173 | x | x | x
O=C(NCCC1=CCCCC1)C1CCN(C(=O)Nc2ccccc2)CC1 | -2% | 0 | 170 | -9% | 0 | 170 | 9 | 94 | 85
COc1cccc(N2CCN(C3CCCC(C)C3)CC2)c1 (stereo unspecified) | -38% | x | x | 10% | x | x | 6 | 96 | 91
COCC(=O)N(Cc1cc2cc(OC)ccc2[nH]c1=O)c1ccccc1 | -9% | -1 | 127 | -8% | 1 | 127 | -5 | 85 | 90
COc1ccc(C(C)NC(=O)C2CCCO2)cc1OC (stereo unspecified) | -2% | 5 | 129 | -12% | -5 | 129 | -2 | 98 | 100
O=C(O)C1CCCN(S(=O)(=O)c2ccc(Br)cc2)C1 (stereo unspecified) | 14% | -25 | 54 | -3% | 25 | 54 | 2 | 106 | 103
CCCCCOC(=O)Cn1c(=O)c2c(nc(N3CCOCC3)n2C)n(C)c1=O | -18% | 9 | 147 | 3% | -9 | 147 | -32 | 35 | 67

# The listing continues:
SMILES,PLAP inhibitors HTS,NFkB transloc pot,NFkB transloc pot cell count 2 µM,Bcl-B TR3 displacers,NFkB transloc inh,NFkB transloc inh cell count 2 µM,MRP resist rev,MRP resist rev cytotoxicity,MRP resist rev with doxorubicin
CCOc1ccc(OCC)c(NC(=O)CC2Oc3ccccc3NC2=O)c1 (stereo unspecified),13%,-4,207,-10%,4,207,-11,66,77
O=C(CCN1C(=O)C2C3C=CC(C3)C2C1=O)NCCc1ccccc1Cl (stereo unspecified),-18%,10,120,2%,-10,120,2,84,81
COc1ccc(C(=O)n2nnc3ccccc32)cc1Br,1%,4,91,-8%,-4,91,5,71,66
O=c1n(Cc2ccccc2Cl)c2sc3c(c2c2ncnn12)CCCC3,23%,x,x,-9%,x,x,-3,63,66
Cc1[nH]c(C(=O)O)c(C)c1C(=O)OC(C)C,-70%,4,197,-4%,-4,197,x,x,x
COc1ccc(N(CC(=O)Nc2ccc(S(=O)(=O)N3CCCCC3)cc2)S(C)(=O)=O)cc1OC,-37%,x,x,-15%,x,x,10,86,76
CNC(=O)c1ccc(CNC(=O)OCC(F)(F)F)cc1,-26%,x,x,0%,x,x,7,93,87
COCC(=O)OCC(=O)Nc1cc(C(C)(C)C)nn1-c1ccccc1,-20%,12,85,9%,-12,85,-4,82,86
Cc1cc(N)n(-c2ncnc3scc(-c4ccccc4)c23)n1,12%,-5,122,-4%,5,122,4,92,88
CC1(C)Cc2c(c(-c3ccccc3)nc3[nH][nH]c(=O)c23)CO1,-4%,x,x,-6%,x,x,-2,104,106
Cc1ccc2c(CC(=O)NC3=NCCS3)coc2c1,12%,-7,87,2%,7,87,-5,86,91
Nc1nc(SCC(=O)NCC2CCCO2)n[nH]1 (stereo unspecified),6%,-3,134,-8%,3,134,x,x,x
O=S(=O)(Cc1ccccc1)N1CCN(C/C=C/c2ccccc2)CC1,4%,-1,145,-7%,1,145,3,88,85
COc1ccccc1CNC(=O)c1cnn2c(C(F)F)cc(C)nc12,18%,4,75,-2%,-4,75,-12,76,88
CCS(=O)(=O)N1CCCC(C(=O)NC2CCCC2)C1 (stereo unspecified),-5%,0,121,-2%,0,121,19,100,82
O=C(NCc1cccs1)C(Cc1ccccc1)NS(=O)(=O)c1cccs1 (stereo unspecified),x,0,147,x,0,147,4,94,90
CCc1c(C)nc2ncnn2c1N1CCC(C(=O)N2CCN(c3ccccc3)CC2)CC1,-42%,x,x,-4%,x,x,4,92,88
O=C(NCCc1csc(-c2cccnc2)n1)c1ccco1,0%,-13,170,1%,13,170,-2,92,94
CCSc1oc(-c2ccccc2)nc1S(=O)(=O)c1ccccc1,19%,-2,151,-7%,2,151,24,99,75
COc1cc(NC(=O)CSc2nnc(Cn3nnc4ccccc43)n2C)cc(OC)c1,x,4,97,x,-4,97,7,93,86
CCOc1cc2[nH]c(=O)n(Cc3cccc(OC)c3)c(=O)c2cc1OCC,12%,-4,106,3%,4,106,-23,21,43
CCn1cc(C2=NCC(C)O2)c2ccccc21 (stereo unspecified),15%,10,142,2%,-10,142,2,86,84

# Screening results from PubChem.
